# Source: PubChem (Broad Institute)
# Xi reactivation: reactivates the inactive X chromosome in mouse fibroblasts; activation, % at 7.58 µM; XiGFP mouse fibroblasts, % GFP-positive cells imaging, 3 d; cells co-treated with 5-aza-dC sensitizer; scaled so ellipticine positive control = 100%; AID 743238; 0.055% of 360,000 active;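 active = mean normalized replicate activation at least 10% and every replicate at or above 10%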;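 note: 0% = median of on-plate neutral control wells and 100% = ellipticine 6 µM median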
#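 System: SV40-immortalized XiGFP fibroblast cells, line 68-5-11 / Incubation: 3-day compound exposure, then 15 min fixation at room temperature / Compound: single concentration per compound, delivered by pin transfer / Buffer or medium: DMEM plus 5-aza-dC sensitizer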
# S100A4 MyoIIA: inhibitors of human S100A4 binding to myosin IIA peptide; inhibition, % at 10.7 µM; S100A4/TAMRA-MyoIIA peptide fluorescence polarization; AID 652163; 0.14% of 360,000 active; P26447;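 active = mean inhibition of at least 70% across replicates, with every replicate also reaching that level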
# Target sequence (P26447 whole entry, looked up): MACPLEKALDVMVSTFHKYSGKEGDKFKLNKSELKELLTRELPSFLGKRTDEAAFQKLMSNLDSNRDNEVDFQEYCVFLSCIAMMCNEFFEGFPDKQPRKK
#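 Test system – S100A4 monomer (human) · Compound – single-point compound testing · Schedule – 5 min incubation before reading · Probe or stimulus – TAMRA-labelled myosin IIA heavy-chain peptide probe, 5 nM · Benchmarks – neutral control DMSO, positive control TFP · Medium – Calcium-containing HEPES buffer, pH 7.2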
# ERAP1 inh: inhibitors of human ERAP1 aminopeptidase. Q9NZ08. recombinant ERAP1, Leu-AMC fluorescence, 60 min. inhibition, % at 10.7 µM. 0.15% of 340,000 active. AID 652197;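 active = mean replicate inhibition of at least 30%, or all replicates individually reaching that 30% level; inactive = mean below 30% and not every replicate reaching it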;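 note: 0% = neutral control wells and 100% = L-leucinethiol positive control wells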
# PGC1a acetyl inh: lowers PGC1a acetylation signal in U2OS cells; AlphaScreen anti-acetyl-lysine; with virally co-expressed GCN5 acetyltransferase; inhibition, % at 15.6 µM; 0.17% of 350,000 active;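 active = every replicate shows inhibition of at least 40%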;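 note: 0% = neutral control wells and 100% = positive control wells; some results beyond the cut were filed as inactive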
# Cneo AK release: causes C. neoformans cell lysis; 0.2% of 360,000 active; adenylate kinase release luminescence, 4 h; normalised: neutral wells 0, clomiphene wells 100; lysis activity, % at 15 µM;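 active = mean lysis activity across replicates of at least 80%, whatever share of replicates individually reach that level; inactive = mean lysis activity below 80%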
#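 Test system: log-phase Cryptococcus neoformans yeast cells. Input: 5 × 10^6 yeast cells/mL. Medium: fresh YPD growth medium. Doses: single dose. Incubation: static 4 h at 37 °C with compound, 1 h detection. Measured by: luminescent adenylate kinase detection reagent. Read-out: signal increase indicating cell lysis. Benchmarks: Clomiphene.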
# LGR2 inh: inhibitors of bursicon-induced Drosophila LGR2 receptor cAMP signaling; 0.35% of 380,000 active; HEK293 LGR2, CRE-luciferase, bursicon-stimulated, 4 h; inhibition, % at 9.99 µM;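 active = drop in luminescence signal, shown as inhibition above about 50% in the replicate tests, limit read from the data, passing the limit was not always enough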;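 note: agonist challenge used bursicon conditioned medium at about half maximal strength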
# C2C12 statin: suppressors of simvastatin-induced myotoxicity in C2C12 myotubes; AID 602340; 0.78% of 330,000 active; rescue of ATP level, % at 7.49 µM; ATP luminescence, 48 h; scaled: DMSO 0, geranylgeraniol control 100;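 active = mean ATP rescue above about 67%, or every replicate alone reaching that limit, limit read from the data, passing the limit was not always enough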;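 note: myotubes were challenged with 10 µM simvastatin during compound exposure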
# SIRT5 inh: inhibitors of human sirtuin-5 desuccinylase; Purified SirT5, succinyl-peptide AMC, trypsin-coupled fluorescence; Q9NXA8; inhibition, % at 15 µM; AID 652115; 1.1% of 330,000 active; in the data active = inhibition above about 15%
# Target sequence (Q9NXA8 whole entry, looked up): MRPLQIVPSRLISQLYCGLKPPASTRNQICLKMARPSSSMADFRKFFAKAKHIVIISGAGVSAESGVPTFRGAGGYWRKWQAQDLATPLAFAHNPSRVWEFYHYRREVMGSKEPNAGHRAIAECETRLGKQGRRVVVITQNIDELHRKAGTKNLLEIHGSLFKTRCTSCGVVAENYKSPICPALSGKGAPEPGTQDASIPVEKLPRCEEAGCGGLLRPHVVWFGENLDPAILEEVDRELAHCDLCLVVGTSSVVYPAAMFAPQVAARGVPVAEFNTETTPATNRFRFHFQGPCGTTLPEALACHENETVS
# Active calls of the source: *; x = no result given.
# Order of results – Xi reactivation	S100A4 MyoIIA	ERAP1 inh	PGC1a acetyl inh	Cneo AK release	LGR2 inh	C2C12 statin	SIRT5 inh
> C[C@H]1CN([C@@H](C)CO)C(=O)Cc2cc(NC(=O)Nc3cccc4ccccc34)ccc2O[C@@H]1CN(C)CC1CCCCC1
    1.0	-4	0	-2	0	-13	51	1
> O=C(C1CCCCC1)N1CC2(C1)[C@H](c1ccccc1)[C@@H](CO)N2Cc1ccccc1F
    0.0	1	-7	-11	x	-23	x	-1
> O=C(NCC[C@H]1CC[C@H](NS(=O)(=O)c2cccc(F)c2)[C@@H](CO)O1)C1CCCC1
    0.2	-3	1	6	-3	3	-3	-1
> OC[C@@H]1Nc2ccc(C#Cc3cccc(F)c3)cc2[C@H]2NCC[C@@H]12
    0.1	51	-3	x	x	20	x	-5
> COc1ccc(C(=O)N2CCN(c3ccc(C(C)=O)cc3)CC2)cc1S(=O)(=O)N1CCCC1
    0.1	1	5	-14	-3	-20	16	2
> COc1ccc(C(=O)NCC(O)CN2CCOCC2)cc1[N+](=O)[O-] (stereo not drawn)
    0.1	2	0	-4	1	3	-13	1
> COCCN(C(=O)CNC(=O)c1cccs1)C(C(=O)NC(C)(C)C)c1ccccc1 (stereo not drawn)
    0.4	2	0	x	x	23	x	-3
> COCCn1c(C)cc(O)c(C(=O)Nc2cccc(Cl)c2)c1=O
    0.0	2	1	8	5	-1	7	-2
> Oc1cc2ccccc2nc1-c1ccccc1Cl
    0.0	-2	3	11	3	-3	4	-2
> COc1ccccc1-c1ccc([C@@H]2[C@@H](C#N)N(C(=O)C3CCCCC3)[C@@H]2CO)cc1
    0.3	-8	2	8	1	1	14	2
> COC(=O)C1=C(C)N(Cc2ccccc2)C(=NCCc2ccccn2)N[C@H]1c1cccc(F)c1
    0.1	0	5	x	2	-2	-18	x
> C[C@@H]1CN([C@H](C)CO)C(=O)c2cccc(NC(=O)C3CC3)c2O[C@@H]1CN(C)Cc1ccc(C(=O)O)cc1
    0.3	0	-2	22	-16	-13	4	-3
> CC=Cc1ccc2n(c1=O)C[C@H]1[C@H](CO)[C@@H](C(=O)N(C)C)[C@@H]2N1CCc1ccccc1 (mixture of isomers)
    0.3	3	2	x	0	11	8	-5
> COC/C=C/C1=CC2=CC(=O)C(C)(OC(=O)c3cnc4ccccc4n3)C(=O)C2=CN1c1ccc(OC)cc1 (stereo not drawn)
    0.0	x	x	13	-2	-4	-20	x
> CCOC(=O)C1=C(COC(=O)CCOc2ccc(OCC)cc2)NC(=O)NC1C (stereo not drawn)
    0.0	0	0	11	-1	10	1	-2
> COc1cc(C(C)=O)ccc1OCC(=O)N1CCCC1c1ccc2c(c1)OCCCO2 (stereo not drawn)
    -0.1	-17	-2	x	-1	-2	11	x
> CCCNC(=O)[C@H]1[C@H](CO)[C@H]2Cn3c(ccc(C4=CCCCC4)c3=O)[C@H]2N1C(=O)c1cnccn1
    0.0	5	1	x	0	-15	-5	1
> CN(c1ccccc1)S(=O)(=O)c1cccc(C(=O)OCC(=O)NCCCN2CCCC2=O)c1
    -0.1	3	-2	1	-9	3	-2	-4
> CSc1ccc(/C=C/C(=O)OCC(=O)c2ccc[nH]2)cc1
    -0.1	-5	-1	x	-1	-27	-3	-2
> COc1ccc2cc3cc(C(=O)NCCCN4CCc5ccccc5C4)sc3nc2c1
    0.2	-11	-8	x	x	-25	x	19*
> COc1ccc(OCCCC(=O)NCCc2ccc(OC)c(OC)c2)cc1
    0.1	-5	-2	x	x	8	x	-2
> O=c1cc(C=NNc2ccccc2)[nH]c(=O)[nH]1
    0.0	13	0	x	x	-4	x	-2
> COc1cc(/C=C2\C(=N)N3N=C(CC(=O)N4CCOCC4)SC3=NC2=O)cc(OC)c1OC
    0.0	-1	1	-1	1	11	-5	-5
> CC(NC(=O)C(=O)NN=C1CCC(C(C)(C)C)CC1)c1ccccc1 (stereo not drawn)
    0.0	-4	-1	0	0	7	x	-3
> CC(C)NC(=O)Nc1ccc2c(c1)C(=O)N([C@@H](C)CO)C[C@H](C)[C@@H](CN(C)S(=O)(=O)c1ccc(F)cc1)OCCCC[C@H](C)O2
    0.2	12	2	-8	-3	4	x	-6
> COCCn1cnnc1SCC(=O)Nc1sccc1C(N)=O
    0.0	-1	0	4	x	-2	x	x
> Cn1nnnc1Sc1ncnc2scc(-c3ccc(Br)cc3)c12
    0.0	10	1	22	-2	100*	24	-5
> Cc1c(CCOC(=O)C23CC4CC(CC(C4)C2)C3)sc[n+]1CC#N
    0.0	-13	-2	42	x	x	11	-3
> COc1ccc(NC(=O)Nc2cc3oc4ccccc4c3cc2OC)cc1
    0.0	-2	2	-2	1	-19	x	-5
> CNC[C@H]1Oc2ccc(N)cc2CC(=O)N([C@@H](C)CO)C[C@H]1C
    0.2	-7	0	6	x	-13	x	1
> COc1ccccc1S(=O)(=O)N[C@H]1CC[C@@H](CC(=O)NCc2cc(F)cc(F)c2)O[C@H]1CO
    -0.8	15	-2	x	x	2	x	-1
> c1ccc2c(c1)nc(N1CCOCC1)c1nnnn12
    0.1	-4	1	-10	-3	8	-11	4
> O=C(NC1CCCC1)[C@@H]1[C@@H](CO)[C@@H]2Cn3c(cccc3=O)[C@@H]2N1CCc1ccccc1
    0.2	68	-1	-6	x	-14	x	2
> O=C(C1CCC1)N1CC(=O)N2[C@@H](CO)[C@@H](c3ccc(Br)cc3)[C@@H]2C1
    0.0	2	0	7	x	-5	x	-4
> CCOc1cc(N2CCOCC2)c(OCC)cc1NC(=O)COC(=O)/C=C/c1ccc(OC(F)F)cc1
    0.0	7	2	-1	-1	-2	-2	-5
> CC(C(=O)NC(C)(C)C)n1c(-c2ccc3c(c2)OCO3)nc2ccccc21 (stereo not drawn)
    0.0	11	2	x	x	-4	x	-3
> COc1cccc(NC(=O)CN(C)CC(=O)Nc2ccc(Br)cc2)c1
    0.1	-4	1	x	x	4	x	-3
> COc1cc2c(cc1OC)CN(C(=O)Cc1c(F)cccc1Cl)CC2
    0.1	1	-2	3	-1	13	16	0
> O=P(Nc1ccccc1)(Nc1ccccc1)c1ccccc1
    0.0	-5	-2	-11	x	-23	3	9
> COc1cc(OC)cc(C(=O)NCCn2ccc3ccccc32)c1
    -0.2	1	2	-15	0	-10	-5	2
> O=C(COC(=O)c1cc(=O)[nH]c2ccccc12)Nc1ccc(Cl)cn1
    0.0	12	2	9	0	-2	-8	6
> COc1ccc(S(=O)(=O)Nc2ccc3c(c2)C(=O)N([C@@H](C)CO)C[C@@H](C)[C@@H](CN(C)C(=O)CCC(F)(F)F)OCCCC[C@@H](C)O3)cc1
    0.0	2	0	-9	1	19	x	4
> CCC(CC)c1nnc(NC(=O)C2CCCO2)s1 (stereo not drawn)
    0.0	-6	2	x	x	-2	x	-2
> O=C(C[C@H]1C[C@H]2c3cc(NC(=O)Nc4ccccc4)ccc3O[C@H]2[C@@H](CO)O1)NCc1ccccc1
    0.0	10	-6	-4	7	18	0	-1
> CCc1nc2nc(C)c(NS(=O)(=O)c3ccc(F)cc3)c(=O)n2[nH]1
    0.0	1	4	7	-2	9	10	x
> O=C(Nc1cccc(N2C(=O)C3CCCCC3C2=O)c1)c1ccccc1 (stereo not drawn)
    0.1	-4	-4	3	0	19	0	0
> C[C@H](CO)N1C[C@H](C)[C@H](CN(C)Cc2ccc(C(=O)Nc3ccccc3N)cc2)Oc2c(NC(=O)c3ccc(-c4nccs4)cc3)cccc2C1=O
    0.1	3	-1	-6	2	-13	x	12
> C[C@@H]1CN([C@@H](C)CO)C(=O)c2cc(-c3cccc(F)c3)cnc2O[C@H]1CN(C)C
    -0.1	-57	0	16	-4	-2	15	20*
> CNC[C@H]1Oc2cc(C#Cc3ccccc3)ccc2S(=O)(=O)N([C@@H](C)CO)C[C@@H]1C
    -0.8	-7	0	-20	-1	12	-146	x
> C[C@@H]1CN([C@@H](C)CO)C(=O)Cc2cc(NS(=O)(=O)c3ccc(F)cc3)ccc2O[C@H]1CN(C)Cc1ccc2c(c1)OCO2
    0.7	6	-1	-28	-3	-19	63	x
> CC1=C(C(=O)OC2CCCCCCC2)C(c2ccc(O)cc2)NC(=O)N1 (stereo not drawn)
    x	-2	1	1	8	11	31	-8
> O=C(Cn1cnc2scc(-c3ccccc3)c2c1=O)NCc1ccco1
    0.2	-3	3	0	x	5	3	-3
> COc1cccc(C2CCCN2Cc2nc(-c3sccc3C)oc2C)c1 (stereo not drawn)
    0.0	-3	2	-5	x	-21	x	-1
> CO[C@@H]1CN(C)C(=O)c2ccc(NC(C)=O)cc2OC[C@H](C)N(Cc2cncnc2)C[C@H]1C
    0.0	13	2	-10	-1	0	2	-1
> COC(=O)C[C@H]1C[C@H]2c3cc(NC(=O)CN(C)C)ccc3O[C@H]2[C@@H](CO)O1
    0.3	11	3	-23	-1	1	-1	6
> CNc1ncnc2c1ncn2[C@H]1CN(Cc2ccncc2)C[C@@H](CO)O1
    0.0	8	2	0	0	-9	-23	x
> CCOC(=O)N1CCN(C(=O)c2cc3c(-c4cccc(OC)c4)nn(C)c3s2)CC1
    0.0	-3	2	x	0	5	-6	-2
> CCC(CC)c1nnc(NC(=O)CN2C(=O)NC3(CCCC3)C2=O)s1
    0.1	-3	3	-2	0	3	6	-3
> Cc1ccccc1S(=O)(=O)N1[C@H](C#N)[C@H](c2ccc(-c3ccc(F)cc3)cc2)[C@@H]1CO
    0.1	-12	0	4	-4	-2	7	0
> CC(C)C(N)c1csc(Nc2ccc(C(=O)N(C)Cc3ccccc3)cn2)n1 (stereo not drawn)
    -0.2	8	-1	-2	1	19	-10	0

# An excerpt of these results, bar-delimited.
SMILES | Xi reactivation | S100A4 MyoIIA | ERAP1 inh | PGC1a acetyl inh | Cneo AK release | LGR2 inh | C2C12 statin | SIRT5 inh
C[C@@H]1CN([C@@H](C)CO)C(=O)Cc2cc(NS(=O)(=O)c3ccc(F)cc3)ccc2O[C@H]1CN(C)Cc1ccc2c(c1)OCO2 | 0.7 | 6 | -1 | -28 | -3 | -19 | 63 | x
CC1=C(C(=O)OC2CCCCCCC2)C(c2ccc(O)cc2)NC(=O)N1 (stereo not drawn) | x | -2 | 1 | 1 | 8 | 11 | 31 | -8
O=C(Cn1cnc2scc(-c3ccccc3)c2c1=O)NCc1ccco1 | 0.2 | -3 | 3 | 0 | x | 5 | 3 | -3

# More entries follow.
# Order of results – Xi reactivation	S100A4 MyoIIA	ERAP1 inh	PGC1a acetyl inh	Cneo AK release	LGR2 inh	C2C12 statin	SIRT5 inh
> Cc1cc(C)n(CC(=O)N/N=C/c2cc(Br)cc([N+](=O)[O-])c2O)n1
    0.0	-10	3	x	x	1	x	-2
> COc1ccc(NC2c3ccccc3C(=O)N2Cc2ccccc2Cl)cc1OC (stereo not drawn)
    -0.1	-2	-2	-1	1	5	9	-4
> CNC(=O)C[C@@H]1CC[C@H]2[C@@H](COc3ccc(NC(=O)Nc4cc(C)cc(C)c4)cc3C(=O)N2C)O1
    0.1	0	0	2	2	19	-8	-3
> C[C@H]1CN([C@@H](C)CO)C(=O)c2cccc(N(C)C)c2O[C@H]1CN(C)S(=O)(=O)c1ccc(F)cc1
    0.1	-1	-1	-6	-1	-4	0	1
> O=C(c1ccc(N2C(=O)C3C4c5ccccc5C(c5ccccc54)C3C2=O)cc1)N1CCOCC1 (stereo not drawn)
    0.1	x	x	4	4	11	3	x

# A portion of the library, so the mix of outcomes need not match the whole.
